Screens (PubChem BioAssay)
Menin MLL FP TR = inhibitors of human menin-MLL interaction, mutant MLL peptide; O00255; Menin + Texas Red MLL mutant peptide, fluorescence polarization; Potency, µM (series often up to 61.6 µM), inactives show top-dose FP activity change, negative = inhibition, usual class: inhibitors; hit rate 0.23% among 270,000; AID 1768; active = well fitted inhibition curve with a large enough effect in the polarisation, with a control signal flat, not every such curve was filed as active; inconclusive = small, poorly fitted or top-dose-only effect, or effect the other way, or a change in a side signal; inactive = no such curve, though single readings can be large or run the other way; the % refers to the polarisation; note: potency is the fitted concentration of half-maximal effect; % of control where 0% means no effect; many of its hits are not listed in these tables
GALK inh = blocks human galactokinase activity. P51570. Purified GALK, Kinase-Glo residual ATP luminescence. Potency, µM (titrated, usually from 57.5 µM), inactives show at the top dose activity change, negative = inhibition, hits mostly inhibitors. hit rate 0.007% among 270,000; note: potency is the fitted concentration of half-maximal effect; % is set by controls: 0 for no effect and ±100 for the full control effect
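GALK at 5 nM final was combined with compound, 35 uM ATP and 100 uM galactose in HEPES pH8.0 with MgCl2 and DTT. The reaction ran one hour at room temperature before luminescent ATP detection.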
ASM inhibitor = human S-ASM enzyme inhibition. Potency, µM (doses to about 57.5 µM), without a hit: at the highest dose activity change, negative = inhibition, hits mostly inhibitors. placental ASM, HMU-PC fluorogenic substrate, 60 min. hit rate 0.006% among 340,000; note: potency is the fitted concentration of half-maximal effect
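Fluorescence read-out (Ex 386 nm, Em 447 nm) after stopping the reaction at pH 10. Enzyme: ASM from human placenta; substrate HMU-PC0, 9 uM final; 60 min, 37 °C. Compound preincubation 10 min, ambient temperature.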
Tb PFK inh = blocks T. brucei phosphofructokinase; T. brucei PFK, ADP-Glo luminescence; O15648; AID 485367; Potency, µM (top dose mostly 57.5 µM), for the others: top-dose activity, negative = inhibition, usual class: inhibitors; hit rate 0.17% among 330,000;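 note: potency is the fitted concentration of half-maximal effect; 0% = uninhibited 1x PFK enzyme wells and -100% = no-enzyme wells; nearly all actives have a fitted effect of over 60% in size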
Target sequence (O15648 whole entry, looked up): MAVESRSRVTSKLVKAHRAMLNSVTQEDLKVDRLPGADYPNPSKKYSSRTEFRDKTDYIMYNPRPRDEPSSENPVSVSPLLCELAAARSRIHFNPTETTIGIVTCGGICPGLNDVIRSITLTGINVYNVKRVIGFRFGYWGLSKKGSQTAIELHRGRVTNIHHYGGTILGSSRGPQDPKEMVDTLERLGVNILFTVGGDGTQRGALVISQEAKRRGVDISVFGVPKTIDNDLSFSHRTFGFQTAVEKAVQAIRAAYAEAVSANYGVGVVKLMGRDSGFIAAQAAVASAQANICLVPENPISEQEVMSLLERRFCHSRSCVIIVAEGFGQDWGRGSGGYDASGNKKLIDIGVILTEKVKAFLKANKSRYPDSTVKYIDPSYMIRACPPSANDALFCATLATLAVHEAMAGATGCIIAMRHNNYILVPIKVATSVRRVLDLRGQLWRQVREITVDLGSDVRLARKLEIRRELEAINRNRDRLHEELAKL
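1.25 nM PFK with 0.5 mM F6P and 0.1 mM ATP in 0.1 M TEA pH 8.0, 5 mM MgCl2, incubated 45 min at room temperature; ADP measured by ADP-Glo luminescence; compounds titrated up to 57 uM.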
B2AR arrestin = recruits beta-arrestin to the human beta2-adrenergic receptor | P07550 | beta-arrestin recruitment to beta2AR, cell-based reporter | Potency, µM (top dose mostly 46.1 µM), inactives show at the top dose activation, hits mostly activators | hit rate 0.02% among 330,000;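 note: potency is the fitted concentration of half-maximal effect; 0% = DMSO controls and full agonism = EC100 isoproterenol or metaproterenol; nearly all actives have a fitted effect of over 65% in size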
Target sequence (P07550 whole entry, looked up): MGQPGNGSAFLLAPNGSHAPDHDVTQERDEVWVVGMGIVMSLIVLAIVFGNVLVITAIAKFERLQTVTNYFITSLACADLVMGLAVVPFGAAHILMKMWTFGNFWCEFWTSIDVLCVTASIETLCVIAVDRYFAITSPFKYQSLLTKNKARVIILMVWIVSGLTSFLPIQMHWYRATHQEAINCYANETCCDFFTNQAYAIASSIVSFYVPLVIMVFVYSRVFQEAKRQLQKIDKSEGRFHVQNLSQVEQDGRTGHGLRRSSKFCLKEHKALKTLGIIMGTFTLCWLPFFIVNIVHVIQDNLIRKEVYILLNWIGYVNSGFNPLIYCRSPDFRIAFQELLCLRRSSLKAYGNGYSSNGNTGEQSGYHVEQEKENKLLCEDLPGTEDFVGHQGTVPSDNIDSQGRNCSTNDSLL
Chronic BCR inh = inhibitors of chronic active B-cell receptor signaling | ABC-DLBCL IkBa-CBG/CBR reporter, luminescence ratio, 4 h | Potency, µM (titrated, usually from 46.1 µM), inactives show at the highest dose ratio change, negative = lower green/red ratio, usual class: inhibitors | hit rate 0.05% among 340,000; active = well fitted inhibition curve with a large enough effect in the signal ratio, with a control signal flat, not every such curve was filed as active; inconclusive = small, poorly fitted or top-dose-only effect, or effect the other way, or a change in a side signal; the % refers to the signal ratio;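 note: potency is the fitted concentration of half-maximal effect; plate controls were basal doxycycline-induced cells for no effect and cells given 10 µM MG132 for full effect; MG132 reads +100%, hits lower the ratio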
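Concentration-response series (up to 46 uM) were applied to TMD8 dual-reporter cells for 4 h at 37C with doxycycline. Green/red ratio, after filter-overlap correction, defined %Activity; red signal alone was normalised to basal cells and zero luminescence.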
TSG101-PTAP inh = blocks PTAP/TSG101 interaction to inhibit HIV-1 budding; Potency, µM (titrated, usually from 115 µM), without a hit: at the highest dose activity change, negative = inhibition, hits mostly inhibitors; AID 493005; Fluorescence polarization, FITC-PTAP peptide / Tsg101 binding; 340,000 tested, under 10 active; active = well fitted inhibition curve with a large enough effect in the main read-out, with a control signal flat, not every such curve was filed as active; inconclusive = small, poorly fitted or top-dose-only effect, or effect the other way, or a change in a side signal; inactive = no such curve, though single readings can be large or run the other way; note: potency is the fitted concentration of half-maximal effect; % of control where 0% means no effect
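Fluorescence polarization binding of Tsg101 binding domain (10 uM final) to FITC-labeled PTAP peptide (50 nM final) in HEPES pH 7.5 buffer with NaCl, Tween 20, EDTA, TCEP. Compounds added before peptide; binding 20 min at RT.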
Giardia killer = kills Giardia lamblia | Giardia lamblia trophozoite viability | activity change, % at 7.66 µM, hits read low | hit rate 0.15% among 340,000; in the data active = activity change below about -80%; inconclusive = between about -30% and that limit;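 note: parasites exposed to compound for two days anaerobically before the ATP read; % is set by controls: 0 for no effect and ±100 for the full control effect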
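Trophozoites 100 cells/well + cpd; 48 hrs, 37 deg C, anaerobic. ATPLite 1-Step added, 15-30 min RT, luminescence read (ATP-based viability).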
FBPA coupling cs = coupling enzyme interference in Giardia aldolase counter-screen | coupling enzyme system counterscreen, AmpLite Red fluorescence | activity change, negative = inhibition, % at 58.2 µM, hits read low | hit rate 0.67% among 290,000; in the data active = activity change below about -30%; note: % is set by controls: 0 for no effect and ±100 for the full control effect
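Final compound at 57.5 uM, incubated 10 min at RT with coupling enzyme reagent (glyceraldehyde-3-phosphate), then 20 min with substrate and AmpLite Red detection. Fluorescence read at 525/598 nm; tests interference with the coupling assay, not aldolase inhibition.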
a7 integrin act = activates integrin-mediated alleviation for muscular dystrophy. alpha7betagal myoblasts, beta-gal FDG fluorescence, 48 h. Potency, µM (doses to about 38.3 µM), inactives show top-dose activation, actives largely listed as activators. hit rate 0.064% among 350,000. AID 624291;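 note: potency is the fitted concentration of half-maximal effect; 100% = response of the positive control SU9516; nearly all actives have a fitted effect of over 60% in size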
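alpha7betagal+/- myoblasts (passage 13, 250/well) treated 48 h at 37C with compounds at 1:260 dilution of DMSO stock. Lysed, then beta-galactosidase activity read as FDG fluorescence (ex 480/em 540) after 30 min, with pre-read for autofluorescence.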
PKM2 activator = increases activity of human pyruvate kinase M2 | P14618 | purified PKM2, Kinase-Glo ATP luminescence, activation; response scale: 0% is enzyme alone, no compound | Potency, µM (series often up to 57.5 µM), for the others: at the top dose activation, actives largely listed as activators | hit rate 0.34% among 260,000 | AID 1631; note: potency is the fitted concentration of half-maximal effect; % is set by controls: 0 for no effect and ±100 for the full control effect; nearly all actives have a fitted effect of over 55% in size
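Kinase-Glo luminescence reports ATP generated from ADP (0.1 mM) and PEP (0.5 mM) by purified hPK-M2 after 1 h at room temperature, pH 7.2 imidazole buffer; intermediate enzyme activity allows detecting inhibitors and activators.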
An asterisk follows results filed as active; ? = inconclusive; . = not tested or not shown; [ ] = remark or other dose. Unless noted, calls come from the whole dose curve; as a rule, active = well fitted curve in the direction sought with a large enough effect; inconclusive = small, poorly fitted or top-dose-only effect, or another doubt; inactive = no such curve, though single readings can be large; an effect the other way counts as inactive or inconclusive. The list is partial, so the mix of outcomes need not match the whole.

SMILES	Menin MLL FP TR	GALK inh	ASM inhibitor	Tb PFK inh	B2AR arrestin	Chronic BCR inh	TSG101-PTAP inh	Giardia killer	FBPA coupling cs	a7 integrin act	PKM2 activator
Cc1nc(-c2noc(-c3cccc(Cl)c3)n2)c(C(F)(F)F)o1	.	-2%	0%	0%	0.4%	-14%	-1%	6	1	32%	-1%
CCN(Cc1cc2ccc(C)cc2[nH]c1=O)C(=O)c1cccnc1	-1%	-1%	.	-4%	0.0%	0%	.	.	-2	.	2%
COc1ccc(C(=O)N/C(=C\c2cn(C)c3ccccc23)C(=O)N2CCN(C)CC2)cc1OC	-14%	1%	0%	0%	-0.7%	3%	5%	18	6	24%	.
Cc1ccc(S(=O)(=O)N(C)C)cc1NC(=O)COC(=O)Cc1ccsc1	.	.	.	-4%	0.0%	0%	-1%	5	.	-12%	.
O=C(Cn1cnc2ccccc2c1=O)c1ccc2ccccc2c1	12%	1%	-1%	.	.	.	-1%	18	3	12%	0%
CC(C)c1nnc(SCC(=O)Nc2ccc3c(c2)OCO3)n1C	3%	0%	1%	0%	0.1%	22%	-7%	-2	0	13%	5%
CCOC(=O)c1cc2[nH]c3ccccc3c2[n+](-c2ccc([N+](=O)[O-])cc2)c1N	7%	.	-11%	0%	-0.7%	-2%	-2%	-13	0	-13%	7%
O=C(NC1CC1)c1ccc(CN(c2ccccc2)S(=O)(=O)c2ccccc2)cc1	-7%	-5%	10%	-2%	0.0%	0%	1%	7	1	14%	-5%
O=C(COc1ccc(C(=O)NCC2CCCO2)cc1)Nc1cccc(C(F)(F)F)c1 (centres undefined)	.	.	-3%	-14%	0.0%	-25%	-3%	0	.	11%	.
COc1ccc(CN2CC(C(=O)NCc3ccccn3)CC2=O)cc1 (centres undefined)	2%	0%	10%	0%	0.0%	?	0%	0	-1	11%	-1%
Cc1noc2ncnc(Sc3c(Cl)cccc3Cl)c12	2%	2%	-3%	4%	0.2%	-20%	-2%	3	1	-34%	2%
CCOC(=O)c1ccc(NC(=O)CC2C(=O)N(c3ccc(F)cc3)C(=O)N2CCCOC)cc1 (centres undefined)	?	-2%	-2%	-8%	3.9%	0%	.	-4	-8	21%	-12%
Cc1cc(C)cc(OCC(=O)OCC(=O)NCc2ccco2)c1	3%	3%	0%	0%	-0.6%	8%	0%	2	3	14%	-4%
Fc1cccc(/C=N/Nc2cc(N3CCOCC3)ncn2)c1	1%	8%	-1%	1%	-0.6%	0%	-3%	-3	1	-14%	2%
CCOc1ccc2[nH]c(=O)c(CN(Cc3cccs3)Cc3nnnn3C(C)(C)CC)cc2c1	-5%	6%	24%	2%	-0.2%	-1%	-8%	-1	0	-5%	-2%
CCc1c(C)nc(SCc2ccccn2)[nH]c1=O	0%	5%	-3%	-6%	-0.2%	-1%	-4%	-1	0	0%	1%
CC1(C)CC(O)C(C)(C)N1O (centres undefined)	28%	0%	9%	-2%	-1.3%	-8%	-5%	43[activator]	0	12%	-11%
COc1ccc(NC(=O)C2CCC(N3C(=O)C4C5C=CC(C5)C4C3=O)CC2)cc1 (centres undefined)	-10%	-2%	-1%	4%	0.9%	?	-13%	-16	3	-16%	9%
CCCn1nnnc1NC(=O)c1ccc2ccccc2c1	4%	0%	-1%	5%	-0.4%	?	-2%	1	-2	-54%[inhibitor]	-3%
COC(=O)c1ccc2c(c1)N(C)C(=O)CS2	1%	-1%	-3%	-1%	-0.6%	?	-4%	0	-3	-4%	0%
N#C/C(=C/c1ccc(N2CCCCC2)o1)C(=O)Nc1ccc(Cl)cc1	?	0%	-3%	-5%	-0.4%	?	20%	-12	3	-6%[7.66 µM]	-2%
CC(=O)NNC(=O)c1csc(Cc2c(Cl)sc3ccc(Cl)cc23)n1	.	-1%	-2%	-4%	-0.4%	?	-4%	4	5	-26%	1%
COC(=O)/C=C1/S/C(=N/NC(=O)c2ccc(OC)cc2)NC1=O	40%[activator]	7%	-1%	1%	0.5%	-12%	-8%	-4	0	-38%	-1%
O=C(Nc1ccc(Nc2ccccc2)cc1)c1c(F)c(F)c(F)c(F)c1F	?	2%	-11%	-6%	-0.4%	?	0%	14	-4	16%	1%
O=C(Nc1ccc(CSc2ccccc2)cc1)c1ccc(CN2CCOCC2)cc1	-4%	0%	-9%	0%	-0.5%	-1%	-2%	3	1	-26%	-7%
SMILES	Menin MLL FP TR	GALK inh	ASM inhibitor	Tb PFK inh	B2AR arrestin	Chronic BCR inh	TSG101-PTAP inh	Giardia killer	FBPA coupling cs	a7 integrin act	PKM2 activator
COc1ccc(C(C#N)N2N=C(c3ccccc3)CC2c2ccccc2)cc1OC (centres undefined)	10%	.	-14%	-4%	0.0%	-2%	2%	-11	0	-22%	2%
Cc1[nH]c(=O)[nH]c(=O)c1S(=O)(=O)NCCc1ccc(S(N)(=O)=O)cc1	?	1%	5%	-4%	0.1%	?	-3%	7	0	5%	6%
CCCC(C1=C(O)CC(C)(C)CC1=O)C1C(=O)CC(C)(C)CC1=O (centres undefined)	1%	-2%	-3%	0%	-0.4%	21%	-6%	-9	3	6%	3%
CCSc1nnc(NC(=O)c2cccc(S(=O)(=O)N(C)c3ccccc3)c2)s1	?	-3%	0%	-2%	0.0%	11%	-2%	?	0	4%	5%
COc1cc(OC)c(/C=N/NC(=O)c2ccncc2)c(OC)c1	0%	0%	16%	-1%	-0.7%	-6%	-2%	-2	-1	?	1%[11.5 µM]
CC(NC(=O)COC(=O)/C=C/c1cccc(C(F)(F)F)c1)c1ccccc1 (centres undefined)	4%	-1%	0%	0%	-2.0%	-1%	2%	-8	1	16%	-1%
COc1ccccc1N1CCN(C(=O)c2cn(-c3ccccc3)nc2-c2cccnc2)CC1	-14%	-2%	-3%	-3%	0.1%	?	-7%	4	4	10%	0%
N/C(Cc1ccc([N+](=O)[O-])cc1)=N\OC(=O)COc1cccc2ccccc12	48%[activator]	-1%	-13%	0%	0.3%	1%	-8%	-1	0	-7%	-10%
CCc1cccc(C)c1NC(=O)c1ccccc1	4%	0%	3%	-2%	0.3%	6%	0%	2	4	?	1%
COc1ccccc1CNC(=O)C1CC(=O)N(C2CCCC2)C1 (centres undefined)	3%	2%	1%	0%	-1.0%	-4%	-11%	7	2	31%	1%
COc1cccc(N2CCN(S(=O)(=O)c3cn(C)cn3)CC2)c1	10%	7%	2%	-7%	0.3%	-5%	-4%	-8	4	?	0%
Cc1nn(-c2ccccc2)c(C)c1C(=O)OC/C(O)=C(\C#N)c1nc2ccccc2[nH]1	15%	3%	-1%	-2%	0.5%	-6%	-1%	9	-2	-15%	2%
Cc1cc(NC(=O)C2CCN(S(=O)(=O)c3c(C)noc3C)CC2)ccc1Br	.	0%	-3%	-6%	0.0%	-3%	-6%	-15	.	29%	.
Fc1ccc2c(c1)c1n[nH]c(=S)nc1n2CCc1ccccc1	?	-1%	-2%	-11%	-0.5%	2%	-2%	-1	2	17%	.
Cc1ccc(CN2C(=O)CCC2C(=O)NCCN(CC(C)C)CC(C)C)cc1 (centres undefined)	3%	-1%	-1%	-15%	0.5%	?	-4%	-7	-3	-15%	-6%
Cc1nc(-c2ccccc2)sc1C(=O)CSc1ccc(Br)cc1	-7%	-3%	-12%	-3%	0.0%	?	-4%	-7	-3	11%	0%
CCN1CCN(c2ccc(NC(=O)CCc3c(C)nc4c(-c5ccccc5)c(C)nn4c3C)cc2)CC1	3%[11.7 µM]	1%	-4%	0%	-0.3%	-1%	-4%	4	1	-9%	4%
Cc1cccc(C)c1NC(=O)NC1(C(=O)N2CCCC2)CCCCC1	.	2%	5%	0%	-0.1%	4%	-5%	-11	1	?	.
O=c1cc(CSc2ccc(Cl)cc2)nc2nc[nH]n12	11%	5%	3%	-1%	-1.1%	0%	-12%	-11	13	10%	-4%
CCCCSc1nc2c(cnn2-c2ccc(Cl)cc2)c(=O)[nH]1	23%	0%	0%	-2%	-0.2%	?	-12%	6	3	-6%	-5%
COCCN(C(=O)CCC(=O)Nc1nccs1)C(C(=O)NC(C)(C)C)c1ccc(Cl)cc1 (centres undefined)	-26%	0%	-1%	1%	0.2%	2%	0%	9	0	-23%	10%
